JMJD2E inh: blocks human JMJD2E demethylase activity; B2RXH2; JMJD2E catalytic domain, FDH-coupled NADH fluorescence (FDH is formaldehyde dehydrogenase); Potency, µM (titrated, usually from 57.1 µM), without a hit: top-dose activity change, negative = inhibition, most hits filed as inhibitors; 1.6% of 230,000 active; active = well fitted inhibition curve with a large enough effect, not every such curve was filed as active; inconclusive = small, poorly fitted or top-dose-only effect, or another doubt; inactive = no such curve, though single readings can be large or run the other way;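 note: 0% = wells with enzyme and -100% = buffer wells without enzyme; nearly all actives have a fitted effect of over 50% in size; many of its hits are not listed in these tables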
Target sequence (B2RXH2 1-337 limits assumed): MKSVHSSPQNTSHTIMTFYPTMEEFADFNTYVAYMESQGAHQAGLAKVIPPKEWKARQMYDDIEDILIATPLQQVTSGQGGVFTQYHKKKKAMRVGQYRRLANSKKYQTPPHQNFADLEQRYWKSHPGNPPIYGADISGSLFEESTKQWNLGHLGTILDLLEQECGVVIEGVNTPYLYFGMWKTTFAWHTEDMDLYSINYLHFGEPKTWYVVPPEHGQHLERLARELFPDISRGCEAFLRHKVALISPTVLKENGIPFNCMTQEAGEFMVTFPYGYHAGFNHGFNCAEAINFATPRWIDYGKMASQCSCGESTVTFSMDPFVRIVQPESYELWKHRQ
GoLoco inh red: RGS12 GoLoco-Gai1 interaction inhibition | Potency, µM (doses to about 61.6 µM), for inactives: at the top dose activity, negative = inhibition, most hits filed as inhibitors | 0.44% of 230,000 active | Gai1:RGS12 GoLoco peptide FP, rhodamine, 10 min; active = well fitted inhibition curve with a large enough effect, not every such curve was filed as active; inactive = no such curve, though single readings can be large or run the other way; note: % is set by controls: 0 for no effect and ±100 for the full control effect; nearly all actives have a fitted effect of over 30% in size; many of its hits are not listed in these tables
Target sequence (P63096 whole entry, looked up): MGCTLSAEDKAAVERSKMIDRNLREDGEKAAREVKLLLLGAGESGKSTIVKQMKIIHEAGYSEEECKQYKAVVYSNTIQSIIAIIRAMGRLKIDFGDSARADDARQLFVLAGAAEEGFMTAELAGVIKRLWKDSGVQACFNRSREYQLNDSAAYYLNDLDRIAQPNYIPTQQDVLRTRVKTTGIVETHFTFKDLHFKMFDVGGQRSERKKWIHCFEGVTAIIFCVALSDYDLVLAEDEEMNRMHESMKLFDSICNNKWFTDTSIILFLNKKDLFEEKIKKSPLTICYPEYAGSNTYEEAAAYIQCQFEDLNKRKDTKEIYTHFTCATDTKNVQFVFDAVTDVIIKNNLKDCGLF
GAA glycogen: alters human alpha-glucosidase cleavage of glycogen; 0.38% of 300,000 active; Potency, µM (highest dose often 76.4 µM), without a hit: top-dose activity change, negative = inhibition, hits mostly inhibitors; P10253; recombinant GAA, glycogen substrate, Amplex Red glucose oxidase fluorescence;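 note: 0% = full enzyme reaction and -100% = no-enzyme basal signal; the screen sought inhibitors and activators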
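Recombinant enzyme (4 nM final) with compounds titrated up to 77 uM and bovine liver glycogen (30 ug) in citrate pH 5.0, 0.01% Tween-20, 37 C 40 min. Released glucose detected by Amplex Red/glucose oxidase (Ex 573/Em 610); AC50 from Hill fits.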
GLA spleen mod: inhibitors or activators of human alpha-galactosidase in spleen homogenate; P06280; human spleen homogenate, 4MU-alpha-Gal fluorescence, 40 min; Potency, µM (highest dose often 80 µM), for inactives: at the highest dose activity change, negative = inhibition, most hits filed as inhibitors; 0.008% of 240,000 active; AID 2107;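 note: 0% = enzyme with vehicle and -100% = no enzyme basal signal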
Target sequence (P06280 32-429 limits assumed): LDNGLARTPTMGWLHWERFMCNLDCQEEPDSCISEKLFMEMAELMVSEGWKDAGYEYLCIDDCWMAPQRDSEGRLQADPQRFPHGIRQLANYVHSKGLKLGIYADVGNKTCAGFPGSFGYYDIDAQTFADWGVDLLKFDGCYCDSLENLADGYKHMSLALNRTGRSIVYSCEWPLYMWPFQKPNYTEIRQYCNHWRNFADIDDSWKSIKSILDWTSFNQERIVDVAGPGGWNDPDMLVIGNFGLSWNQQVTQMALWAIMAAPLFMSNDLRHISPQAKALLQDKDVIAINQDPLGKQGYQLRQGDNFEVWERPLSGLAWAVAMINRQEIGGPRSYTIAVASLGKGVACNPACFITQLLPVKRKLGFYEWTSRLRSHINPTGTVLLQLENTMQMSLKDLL
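Human spleen homogenate (1 ug) was the enzyme source, with 4-methylumbelliferyl-alpha-D-galactopyranoside (1 mM final) in pH 5.0 citrate buffer with 0.01% Tween-20. Compounds were titrated; after 40 min at 37C, NaOH/glycine stop, 4-MU fluorescence read; AC50 from Hill fits.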
aGlu spleen mod: inhibits or activates alpha-glucosidase in human spleen homogenate | Potency, µM (top dose mostly 79.9 µM), for inactives: at the highest dose activity change, negative = inhibition, most hits filed as inhibitors | P10253 | 0.006% of 240,000 active | human spleen homogenate, 4-MU-alpha-glucoside fluorescence;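 note: 0% = enzyme with vehicle and -100% = no enzyme basal signal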
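Enzyme source: human spleen homogenate, 1 ug/well. Buffer 50 mM citric acid/K phosphate pH 5.0, 0.01% Tween-20. 4-MU-alpha-glucoside 1 mM; 37 C x 40 min; NaOH/glycine stop; fluorescence.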
SMN2 splice up: enhancers of SMN2 splice variant expression | HEK293 SMN2-luciferase splicing reporter, luminescence, 30-36 h | Potency, µM (top dose mostly 46.1 µM), for inactives: at the highest dose activity change, positive = activation, hits mostly activators | 2.8% of 210,000 active; note: % of control where 0% means no effect; nearly all actives have a fitted effect of over 55% in size
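HEK293 cells carry an SMN2 […]–luciferase reporter in which exon 7 inclusion puts luciferase in frame. Cells were plated 10-12 h before compound addition, then incubated 30-36 h at 37C. ONE-Glo luminescence was read; sodium butyrate at 4.5 mM final served as control.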
ALDH1A1 inh: ALDH1A1 (human) enzyme inhibition. 7.3% of 220,000 active. P00352. Potency, µM (titrated, usually from 75.3 µM), for the others: at the top dose activity, negative = inhibition, most hits filed as inhibitors. Purified ALDH1A1, NADH fluorescence, propionaldehyde substrate; active = well fitted inhibition curve with a large enough effect, not every such curve was filed as active; inconclusive = small, poorly fitted or top-dose-only effect, or another doubt; inactive = no such curve, though single readings can be large or run the other way;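 note: plate controls were no enzyme wells and a reference inhibitor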
GAA inhib: alpha-glucosidase (human) inhibition; purified human GAA, 4-MU-alpha-glucoside fluorescence; Potency, µM (series often up to 76.9 µM), inactives show at the highest dose activity change, negative = inhibition, actives largely listed as inhibitors; 0.005% of 200,000 active; P10253;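 note: plate controls were uninhibited enzyme wells for no effect and no-enzyme background for full effect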
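Compounds are titrated up to 77 uM against 4 nM human enzyme. Substrate 4-methylumbelliferyl-alpha-D-pyranoside (400 uM) reacts 20 min at room temperature in pH 5.0 buffer; liberated 4-methylumbelliferone is read at 440 nm.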
The depositor's hits bear a star; ? = inconclusive; / = no result given; & = joins results of further samples; [ ] = dose if it differs, or a comment. Unless noted, calls come from the whole dose curve; as a rule, active = well fitted curve in the direction sought with a large enough effect; inconclusive = small, poorly fitted or top-dose-only effect, or another doubt; inactive = no such curve, though single readings can be large; an effect the other way counts as inactive or inconclusive. Potency is the fitted concentration of half-maximal effect. This is a subset; count on the stated rates, not on these rows.

compound | JMJD2E inh | GoLoco inh red | GAA glycogen | GLA spleen mod | aGlu spleen mod | SMN2 splice up | ALDH1A1 inh | GAA inhib
O=C(NC1CCCC1)c1cccc(Cn2cc([N+](=O)[O-])cn2)c1 | 1.0% | 8.5% | 3.4% | 11.0% | 2.4% | -7.1% | ? | 0.3%
Cc1nc(C(C)NC(=O)CCc2nnc(-c3ccsc3)o2)cs1 (stereo unspecified) | -9.6% | -0.8% | 7.2% | -4.1% | -1.8% | / | 1.2% | 1.1%
CC1CCN(c2ncnc3nc[nH]c23)CC1 | 6.2% | -0.7% | -7.4% | -6.8% | -3.0% | -1.7% | 5.9% | 5.4%
COC(=O)c1sc2ccccc2c1NC(=O)c1ccc(S(=O)(=O)N2CCC(C)CC2)cc1 | ? | 0.8% | -8.2% | 2.8% | -19.6% | -17.7% | -11.2% | -2.1%
CC(Oc1ccccc1)c1ccnn1S(=O)(=O)c1ccccc1 (stereo unspecified) | 5.2% | -8.3% | 12.4% | -0.5% | 2.4% | -4.3% | 2.9% | 9.6%
CCOC(=O)N1CCC(Nc2nc3ccccc3n3nnnc23)CC1 | ? | -3.2% | -3.3% | 4.2% | 0.3% | -24.9% | ? | -1.0%
CCCCCCN(C(=O)CCCCCN1C(=O)NC(c2ccccc2)C(C(=O)OCc2ccccc2)=C1C)C(C(=O)NCCCC)c1ccc(OCC(=O)OC)c(C(=O)OC)c1 (stereo unspecified) | 1.5% | 2.1% | -5.0% | 7.7% | -1.3% | / | / | /
CC(C)NC(=O)C1CC(=O)N(C(C)c2ccccc2)C1 (stereo unspecified) | -20.7% | 7.3% | -11.8% | 10.3% | 4.4% | -2.9% | -3.5% | -0.6%
NC(=O)[C@@H]1CC2(CC(c3cccc(NC(=O)CC(c4ccccc4)c4ccccc4)c3)=NO2)CN1C(=O)COc1ccc(Cl)cc1 (stereo partly specified) | -4.4% | 17.0% | 8.3% | 8.9% | 4.3% | / | / | /
O=C(CCNC(=O)c1ccccc1Cl)Nc1nc(-c2ccc3ccccc3c2)cs1 | 13.0% | 17.9% | 0.9% | -2.6% | -1.6% | -36.6%[inhibitor] | ? | 4.3%
COC(=O)C1C(=O)C2=C(CC1C)NC(C)=C(C(=O)OC1CCCCC1)C2c1ccc(N(C)C)cc1 (stereo unspecified) | 0.8% | 4.6% | -29.6% | 1.1% | 0.2% | -17.0% | 8.91µM* | -9.1%
COc1cc(/C=C/C(=O)O)cc(S(=O)(=O)N2CCCc3ccccc32)c1OC | -3.0% | 24.7% | 13.2% | 0.1% | -5.1% | / | / | /

Reprinted from the part before: 2 compounds, followed by the next part.
compound | JMJD2E inh | GoLoco inh red | GAA glycogen | GLA spleen mod | aGlu spleen mod | SMN2 splice up | ALDH1A1 inh | GAA inhib
COC(=O)C1C(=O)C2=C(CC1C)NC(C)=C(C(=O)OC1CCCCC1)C2c1ccc(N(C)C)cc1 (stereo unspecified) | 0.8% | 4.6% | -29.6% | 1.1% | 0.2% | -17.0% | 8.91µM* | -9.1%
COc1cc(/C=C/C(=O)O)cc(S(=O)(=O)N2CCCc3ccccc32)c1OC | -3.0% | 24.7% | 13.2% | 0.1% | -5.1% | / | / | /
COc1ccccc1C(=O)Nc1ccccc1SC | 0.4% | -4.5% | -6.4% | 0.2% | -4.8% | -25.2% | -2.4% | -15.6%
NS(=O)(=O)c1cccc(NC(=O)CN2CCN(Cc3ccc4c(c3)OCO4)CC2)c1 | 5.1% | 4.7% | -9.5% | -5.4% | -4.5% | -0.4% | 13.1% | 7.7%
Fc1cc(Br)ccc1NC(=S)Nc1ccccc1 | 6.4% | 5.1% | 0.3% | 4.4% | -1.8% | 17.8µM* | 1.9% | 0.4%
Cc1ccccc1OCC(O)Cn1c(=N)n(CCN2CCOCC2)c2ccccc21 (stereo unspecified) | -0.7%&2.7% | -2.4%&13.0% | 20.2% | 0.6%&-2.8% | -7.8%&0.3% | -22.4%&-13.4% | 11.8%&2.7% | -8.7%&-5.6%
Cc1ccc2[nH]cc(CCNC(=O)/C=C/c3ccco3)c2c1 | -5.3% | 0.8% | -5.8% | 7.3% | 1.9% | / | / | /
NC(=O)COC(=O)c1cccc(S(=O)(=O)N2CCCc3ccccc32)c1 | -26.7% | 5.2% | -3.6% | -12.6% | -11.3% | 13.9% | -3.7% | ?
C=CCOc1c(CNn2cn[nH]c2=S)cccc1OC | -21.5% | -1.3% | -1.7% | -2.1% | -10.5% | / | 4.2% | -12.1%
COC(=O)[C@H](CC(C)C)NC(=O)N1CCCCC1C (stereo partly specified) | -2.0% | -7.9% | 6.5% | -2.7% | -4.0% | / | / | /
COc1cccc(NC(=O)Nc2ccccc2Br)c1 | 0.5% | -11.1% | 1.2% | -4.1% | 3.1% | / | ? | -4.9%
O=C(NC1CCCCC1)C1CCN(C(=O)c2ccc(-c3ccccc3)cc2)CC1 | 7.5% | 10.5% | -8.2% | 0.9% | 6.8% | / | 2.9% | 7.0%
O=C(COc1ccccc1Cl)Nc1ccc(Cl)cn1 | -3.1% | 1.6% | 4.9% | -25.0% | -16.7% | 11.2µM* | 4.2% | 2.4%
On1nnc2ccccc21 | -15.3% | 1.6% | 3.6% | -1.6% | -5.1% | / | / | /
CC(=O)N(NC(=O)c1ccc(C)cc1)C1CC(=O)N(c2ccccc2Cl)C1=O (stereo unspecified) | 10.8% | 8.3% | -4.7% | 2.4% | 2.8% | -6.6% | 8.9% | -14.4%
CCOC(=O)N1CCN(C(=O)CN(c2ccc(OCC)cc2)S(C)(=O)=O)CC1 | -2.3% | 3.3% | 4.6% | -1.5% | 4.0% | 3.7% | 15.8% | -1.0%
O=C=Nc1ccc(Cl)c(Cl)c1 | / | 2.0% | / | 1.6% | -1.9% | 5.4% | -9.0% | /
Cc1ccc(NC(=O)Nc2ccc([N+](=O)[O-])cc2)nc1 | -6.1% | 0.1% | -1.0% | -8.8% | 0.2% | 12.1% | 6.1% | 1.1%
CC1CCC/C(=N\NC(=O)COc2ccccc2Cl)C1 (stereo unspecified) | 47.3%[activator] | -3.4% | -5.0% | 7.0% | 5.4% | / | -56.8% | -6.4%
CC(C)CCN1CCN(CC(c2ccccc2)c2ccccc2)CC1CCO (stereo unspecified) | 1.0% | -10.8% | -3.5% | -16.3% | 8.5% | / | -6.7% | -4.6%
COc1cc(C)c(CC/C(C)=C/C=C/C(C)=O)c(C)c1C | -9.1% | 3.6% | / | 11.3% | 12.7% | -6.4% | ? | /
CC(C)Nc1nc(NC(C)C)nc(C(=O)OCCO)n1 | 1.7% | 1.5% | 5.8% | 4.1% | 4.7% | 5.0% | 20.9% | -1.1%
COc1cccc(-n2c(SCc3cc(=O)oc4cc(O)c(O)cc34)nc3ccccc3c2=O)c1 | 12.6µM* | 2.1% | ? | 0.9% | -16.9% | -80.0%[inhibitor] | ? | -12.5%
COC(=O)[C@H](Cc1ccccc1)NC(=O)N1CCN(Cc2ccccc2)CC1 | 1.9% | 0.1% | -0.6% | 5.1% | -15.4% | 7.8% | 1.8% | 9.7%
CCC(=O)NC(=S)Nc1ccc(NC(=O)c2cccnc2)cc1 | 0.6% | 9.8% | 14.7% | 10.0% | 11.6% | / | -57.3% | 5.0%
COc1cc(OC)c(OC)cc1CN1CCc2ccccc2C1 | -19.5% | -0.8% | 20.3% | 8.5% | 0.1% | 12.3% | -3.6% | -4.1%
COc1ccc(C2C(C(C)=O)=C(O)C(=O)N2c2nccs2)cc1OC (stereo unspecified) | -12.8% | 6.8% | 14.2% | -6.3% | -6.5% | 3.9% | 8.8% | -14.9%
COCCC(=O)N1CCCC(CNS(=O)(=O)c2ccc(OC)cc2)C1 (stereo unspecified) | 3.2% | 6.5% | -1.7% | -8.1% | -10.5% | / | -15.2% | ?
COc1ccc(C(=O)Nc2ccccc2C(=O)N2CCCCC2C)cc1 (stereo unspecified) | -4.1% | 2.0% | 13.5% | -0.4% | 2.5% | -17.4% | 2.5% | -11.8%
CCC(=O)Nc1ccc(C(=O)Nc2ccc3c(c2)OCO3)cc1 | 2.6% | 3.1% | 2.9% | -16.1% | -4.2% | 1.7% | -4.2% | -1.4%
Cc1oc(-c2ccc(Cl)cc2)nc1CN1CCC(C(=O)NCc2ccco2)CC1 | -1.4% | 23.0% | -2.7% | -6.4% | -5.4% | -12.9% | 9.4% | 3.0%
Cc1sc2nc(CSc3ccc([N+](=O)[O-])cc3)[nH]c(=O)c2c1C | 10.6% | 26.1% | -10.7% | 4.5% | 5.7% | / | ? | /
COc1cc(CNC(=O)CCCCCCC(C)C)ccc1O | 6.0%&0.7% | 4.6%&3.3% | / | 7.8%&-2.1% | 11.7%&0.1% | -15.1% | -0.3%&-12.2% | /
O=C(CCSc1nnc2scc(-c3ccccc3)n12)NCc1ccc2c(c1)OCO2 | -1.0% | 15.2% | 3.7% | -8.2% | -15.3% | / | -5.4% | -5.0%
CC1=[N+](C)N(c2ccccc2)C(=O)C1N=Cc1ccc(Cl)cc1 (stereo unspecified) | -29.6% | -1.3% | ? | 2.9% | 11.1% | -1.9% | 8.0% | 8.3%
COCCNS(=O)(=O)c1cc(C(=O)O)ccc1OC | -11.1% | -1.7% | 2.6% | 12.7% | 5.3% | / | 1.1% | 2.3%
CC(Oc1ccc(Cl)cc1Cl)C(=O)Nn1cnnc1 (stereo unspecified) | 2.6% | 3.1% | -5.9% | -0.3% | -6.8% | -24.3% | 4.8% | -3.9%
COc1ccc(CN2C(=O)c3cccnc3C2Nc2ccc(OC)c(Cl)c2)cc1 (stereo unspecified) | -26.8% | 12.0% | 5.0% | 5.0% | 4.0% | -0.2% | -4.3% | 4.2%
CCCOc1ccc2c(=O)c(N3C(=O)c4ccccc4C3=O)c(C)oc2c1 | 5.1% | 5.4% | -3.7% | -1.9% | -10.3% | -14.4% | 4.2% | 2.9%
COc1ccc(S(=O)(=O)NC2CC2)cc1C(=O)N1CCOCC1 | 5.0% | 6.4% | -1.3% | 4.7% | 0.5% | 16.8% | -5.8% | 2.3%
O=C(CSc1nnnn1-c1ccccc1)N1N=CCC1c1ccccc1 (stereo unspecified) | 4.0% | 5.7% | 12.6% | -15.1% | -6.8% | 19.0% | ? | 3.8%
COC(=O)C1=C(C)N(C)C(=O)NC1c1ccc(C)cc1 (stereo unspecified) | -1.8% | 3.0% | -10.8% | -9.7% | -4.9% | -16.3% | -5.1% | -7.7%

Assay outcomes deposited in PubChem BioAssay by National Center for Advancing Translational Sciences (NCATS).
